# APJ antagonist: antagonists of human APJ apelin receptor; P35414; CHO-K1 APJ beta-arrestin complementation, luminescence; inhibition, % at 20 µM; hit rate 0.32% among 330,000; AID 2521;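 active = inhibition above about 40% at 20 µM, limit read from the data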;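 also: cells challenged with 10 nM apelin-13 agonist together with compound; plate controls were apelin-13 plus DMSO wells for no effect and DMSO wells lacking apelin-13 for full effect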
# tim23-1 inh: tim23-1 yeast growth inhibition; S. cerevisiae tim23-1 growth, BacTiter-Glo luminescence, 24 h; inhibition, % at 20 µM; hit rate 1.3% among 330,000; AID 463212;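 active = growth inhibition of the mutant yeast at or above 50%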;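 also: temperature-sensitive mutant grown at 25 °C; plate controls were DMSO-treated mutant yeast for no effect and medium wells lacking yeast for full effect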
# UPR CHOP act: apoptotic UPR (CHOP) activation. CHO-CHOP luciferase reporter, luminescence; percent of tunicamycin response over DMSO baseline. activation, % at 10 µM. hit rate 0.34% among 330,000. AID 449763;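 active = at 10 µM dose, activation of 40% or more, normalized to positive control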;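 also: 100% = tunicamycin at 10 µg/mL and 0% = DMSO alone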
#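 Evaluation: % reporter activation, DMSO baseline versus tunicamycin full activation; System: CHO-CHOP luciferase reporter cell line; Input: 500 cells/well; Incubation: 6 h compound treatment, 37 °C; Measured by: Steady-Glo luciferase luminescence; Dosing: one dose, 10 µM in 0.5% DMSO; Buffer or medium: F12 medium, 10% FBS; Benchmarks: positive tunicamycin 10 µg/mL, negative DMSO alone.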
# Jurkat NFkB inh: lowers PMA/ionomycin-induced NF-kB signal in Jurkat cells. inhibition, % at 4 µM. PMA/ionomycin-induced NF-kB luciferase reporter, luminescence. hit rate 0.53% among 330,000; in the data active = inhibition above about 50%
# 697 NFkB inh: inhibitors of the PMA/ionomycin-induced NF-kB reporter in 697 B cells. 697 B-cell NF-kB luciferase reporter, 16 h. inhibition, % at 4 µM. hit rate 0.33% among 330,000; in the data active = inhibition above about 35%
# UPR XBP1 act: activators of adaptive arm of unfolded protein response (XBP1); CHO-XBP1 luciferase reporter, IRE1-XBP1 UPR activation, luminescence; percent of tunicamycin response, DMSO as zero; activation, % at 20 µM; hit rate 0.33% among 330,000; AID 463104;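 active = versus positive control, 20 µM dose yields 30% or more activation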;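 also: 100% = tunicamycin at 10 µg/mL and 0% = DMSO only wells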
#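 Test system: CHO-XBP1 luciferase reporter cells | Buffer or medium: Serum-containing F12 medium, 10% FBS | Schedule: 6 h compound exposure at 37 °C, 5% CO2 | Detection: Steady-Glo luciferase glow luminescence, 10 min after reagent addition | Read-out basis: Activation, % of tunicamycin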
# Mdm2 MdmX PPI: inhibitors of human Mdm2/MdmX interaction; inhibition, % at 8 µM; hit rate 3% among 330,000; AID 485346; SaOS-2 split-luciferase Mdm2/MdmX complementation, luminescence;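 active = inhibition of at least 50% at 8 µM in the primary screen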
# Target sequence (O15151 whole entry, looked up): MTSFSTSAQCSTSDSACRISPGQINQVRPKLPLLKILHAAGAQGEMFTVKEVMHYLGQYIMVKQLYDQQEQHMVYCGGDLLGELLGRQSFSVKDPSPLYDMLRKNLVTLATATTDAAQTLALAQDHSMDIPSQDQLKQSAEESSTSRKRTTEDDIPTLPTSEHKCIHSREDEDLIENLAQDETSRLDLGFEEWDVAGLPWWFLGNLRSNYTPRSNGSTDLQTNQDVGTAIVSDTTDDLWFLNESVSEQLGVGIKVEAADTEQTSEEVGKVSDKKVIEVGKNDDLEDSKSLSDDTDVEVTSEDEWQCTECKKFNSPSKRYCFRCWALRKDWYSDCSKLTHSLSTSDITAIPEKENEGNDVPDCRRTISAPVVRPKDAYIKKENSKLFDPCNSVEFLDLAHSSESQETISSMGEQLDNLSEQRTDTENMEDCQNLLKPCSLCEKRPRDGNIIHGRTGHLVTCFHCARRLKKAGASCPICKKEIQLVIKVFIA
# Target sequence (Q00987 whole entry, looked up): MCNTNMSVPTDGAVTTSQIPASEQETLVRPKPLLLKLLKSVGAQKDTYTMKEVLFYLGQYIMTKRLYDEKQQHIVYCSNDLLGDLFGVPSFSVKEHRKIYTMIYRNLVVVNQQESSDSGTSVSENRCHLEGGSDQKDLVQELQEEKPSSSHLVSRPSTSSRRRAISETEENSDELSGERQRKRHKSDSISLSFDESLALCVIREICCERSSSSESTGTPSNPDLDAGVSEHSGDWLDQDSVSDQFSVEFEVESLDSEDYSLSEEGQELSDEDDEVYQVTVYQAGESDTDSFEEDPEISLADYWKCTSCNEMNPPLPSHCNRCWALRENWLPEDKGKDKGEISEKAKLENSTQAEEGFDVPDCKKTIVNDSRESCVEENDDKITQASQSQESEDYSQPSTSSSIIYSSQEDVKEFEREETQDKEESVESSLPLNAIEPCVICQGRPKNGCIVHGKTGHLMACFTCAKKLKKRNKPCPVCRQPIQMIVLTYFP
# APJ ag: agonists of human APJ apelin receptor | P35414 | CHO-K1 APJ PathHunter beta-arrestin, luminescence; 0% DMSO wells, 100% apelin | activation, % at 20 µM | hit rate 0.11% among 330,000;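 active = activation more than six SD over the plate average, tested at 20 µM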;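 also: 0% = DMSO alone and 100% = apelin-13 at 10 nM; some results filed as inactive read as strong as hits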
#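 Material: CHO-K1 APJ beta-arrestin complementation cell line; Input: cell density 1000 per well; Incubation: compound stimulation 90 min at 25 °C, detection 60 min; Signal: luminescence from split beta-galactosidase complementation, Galacton Star/Emerald II substrate; Controls: DMSO-only wells as negative, 10 nM Apelin-13 as positive control.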
# Numbers without * were called inactive.
no.	Compound	UPR XBP1 act	697 NFkB inh	UPR CHOP act	tim23-1 inh	APJ ag	Jurkat NFkB inh	Mdm2 MdmX PPI	APJ antagonist
1	O=C(NCC(c1cccs1)N1CCOCC1)c1cc2ccccc2oc1=O (centres undefined)	1	-21	0.0	31	-2	5	-24	-10
2	Cc1ccn2c(C(=O)c3ccc(Cl)cc3)cnc2c1	1	-259	1.7	11	-1	-147	3	14
3	CC1=NN(C(N)=S)C(=O)C1N=Nc1c(C)cc(C)cc1C (centres undefined)	3	-23	4.2	7	-5	-8	-4	18
4	CC1(C)N=C(N)NC(Nc2ccccc2)=N1	0	15	-0.6	0	-8	-5	5	5
5	CN(CC(=O)NCCc1ccc(S(N)(=O)=O)cc1)CC(=O)Nc1ccc(F)c(F)c1F	-1	7	-1.5	13	-3	2	18	-6
6	O=C(COC(=O)c1cnccn1)Nc1ccc(Cl)cn1	-2	-4	-0.3	-23	-1	-4	27	10
7	Cc1ccc(NC(N)=S)cc1	-2	4	-0.6	1	0	2	13	-5
8	C/C=C/c1ccc(OCCCCOc2ccc(OC)cc2)c(OC)c1	-1	-9	-0.8	2	0	-16	-12	6
9	COc1cc(/C=C2/C(=O)NN(c3cccc(C)c3)C2=O)ccc1OC(=O)c1ccco1	-1	20	0.8	2	-3	3	-23	12
10	CC1CCCN1CC#CC(O)(c1ccccc1)c1ccccc1 (centres undefined)	3	-9	0.9	-46	-6	-7	6	4
11	Cc1cc(C)cc(-n2c(C)c3c(C)nnc(C)c3c2C)c1	-1	-11	-1.3	4	-4	-10	27	-9
12	CCOC(=O)c1ccc(NC(=O)Cc2cccs2)cc1	0	-60	5.5	30	-2	-43	-36	-8

# Complete entries, quoted from the list:
# Record of CC1CCCN1CC#CC(O)(c1ccccc1)c1ccccc1 (centres undefined) = UPR XBP1 act = 3; 697 NFkB inh = -9; UPR CHOP act = 0.9; tim23-1 inh = -46; APJ ag = -6; Jurkat NFkB inh = -7; Mdm2 MdmX PPI = 6; APJ antagonist = 4
# Record of Cc1cc(C)cc(-n2c(C)c3c(C)nnc(C)c3c2C)c1 = UPR XBP1 act = -1; 697 NFkB inh = -11; UPR CHOP act = -1.3; tim23-1 inh = 4; APJ ag = -4; Jurkat NFkB inh = -10; Mdm2 MdmX PPI = 27; APJ antagonist = -9

# Additional results.
no.	Compound	UPR XBP1 act	697 NFkB inh	UPR CHOP act	tim23-1 inh	APJ ag	Jurkat NFkB inh	Mdm2 MdmX PPI	APJ antagonist
13	O=C(c1cnc2ccccn2c1=O)N1CCc2ccccc21	0	-9	0.6	6	-3	11	31	-12
14	Cc1cc(C(=O)Cn2nnc3ccccc3c2=O)c(C)n1-c1c(C)n(C)n(-c2ccccc2)c1=O	-3	1	-1.3	-6	2	-4	-7	-13
15	CCOC(=O)c1ccc(N2C(=O)c3n[nH]c(-c4ccco4)c3C2c2ccc([N+](=O)[O-])cc2)cc1 (centres undefined)	2	-3	6.8	27	5	0	43	-10
16	CC(C)[C@H](NC(=O)C1CCN(C(=O)[C@@H]2CCCN2)CC1)C(=O)NCc1ccc(F)cc1	2	-1	-1.8	4	-1	-7	7	4
17	Cc1cccn2c(=O)c(/C=N/O)c(N3CCCC3)nc12	-1	15	1.1	15	-6	1	-7	-5
18	Cc1ccsc1C1CC(=O)NC2=C1C(=O)CC(C)(C)C2 (centres undefined)	-1	-20	0.3	7	2	7	13	-10
19	Nc1nc(-c2nc3ccccc3[nH]2)cs1	-2	-106	0.6	-9	-6	-83	-59	-6
20	COc1cc(C(=O)Nc2ccc3c(c2)CCCN3C(=O)c2ccco2)c([N+](=O)[O-])cc1OC	-3	7	2.5	16	4	19	5	-15
21	COC(=O)c1ccc(CC(=O)c2ccc(O)cc2O)o1	-1	24	0.2	8	-1	17	16	23
22	O=C(Cc1ccccc1)c1c[nH]c(C(=O)NCCCn2ccnc2)c1	1	-7	1.0	2	-2	11	6	-2
23	O=C(CCC(=O)c1ccccc1)Nc1ccccc1	0	7	1.2	14	-3	-1	21	9
24	Nc1nonc1-n1nnc(C(=O)N/N=C/C=C/c2ccccc2)c1CSC1=NCCS1	-2	-14	1.6	6	0	13	44	-1
25	Cc1cccc2cc(CNC3CCCC3)c(Cl)nc12	2	18	-0.9	2	-4	-17	5	19
26	Cc1ccccc1C(=O)N1CCC(C(=O)Nc2cccc(S(=O)(=O)N3CCCCC3)c2)CC1	-3	-5	-1.4	-1	-1	-10	-3	7
27	COc1ccccc1-c1nnc(SCC(=O)NCc2c(C)c(Cl)cc(C(C)C)c2O)o1	-7	-10	0.0	39	-1	5	34	0
28	Cc1ccc([N+](=O)[O-])cc1S(=O)(=O)Nc1cccc(-c2ccc(N3CCOCC3)nn2)c1	-2	-38	2.5	-11	-2	-12	9	-3
29	COC(=O)c1ccc(CNC(=O)COC(=O)c2cccs2)cc1	-2	-8	-0.3	3	-4	-4	-6	9
30	CC(=O)Nc1cccc(NC(=O)COc2ccc3c(c2)OCO3)c1	0	-4	3.1	-8	-1	2	18	10
31	O=C(NCC1COc2ccccc2O1)c1cccc(S(=O)(=O)N2CCOCC2)c1 (centres undefined)	0	-7	-1.7	6	6	-2	-47	2
32	CCn1c(Oc2ccccc2)nc2c1c(=O)n(C)c(=O)n2C	-3	-39	0.1	6	0	10	46	7
33	COc1ccc(C2=CCC3CCCCN3C2)cc1OC (centres undefined)	-1	5	-0.8	-9	-3	-3	3	6
34	S=C(Nc1ccc(Br)cc1Cl)NC1CCN(Cc2ccccc2)CC1	-2	7	0.2	-12	2	-19	9	17
35	Oc1ccccc1N1CCN(CC(O)COCc2ccccc2Cl)CC1 (centres undefined)	3	2	1.7	-9	-2	1	1	-7
36	O=C(c1ccccc1)c1ccc(OCC(O)CN2CCCCC2)cc1 (centres undefined)	2	-12	0.1	5	7	-16	3	4
37	O=C(/C=C/c1ccc(Cl)cc1)NCCCn1ccnc1	2	-36	2.0	9	-4	-18	-2	4
38	CCC(c1nnnn1CCc1ccccc1)N1CCN(c2ccc(OC)cc2)CC1 (centres undefined)	-3	-22	-1.1	26	-2	-14	-2	6
39	COc1cc(/C=N\NC(=O)CN2CCOCC2)ccc1OCC(=O)Nc1ccc(C)c(C)c1	2	10	1.2	10	1	-26	5	3
40	CC(NC(=O)c1ccc(OC2CCN(S(=O)(=O)N(C)C)CC2)cc1)C1CC1 (centres undefined)	-5	2	0.1	10	0	-3	3	0
41	COc1cc(OC)c(C(=O)Nc2cc(Cl)ccc2-n2cncn2)cc1OC	-2	2	0.2	24	-1	-36	7	2
42	COc1cc2c(cc1OC)/C(=C/C(=O)N1CCOCC1)NC(C)(C)C2	0	16	-1.1	-12	1	-1	21	14
43	COc1cc(CN2CCCN(C)CC2)c([N+](=O)[O-])cc1OC	-3	-18	-2.4	8	4	-9	1	-25
44	COc1ccc(/C(C)=N/NC(=O)CN(c2ccc(OC)cc2)S(=O)(=O)c2ccccc2)cc1	1	-10	-0.4	-19	-5	-25	28	14
45	Cc1ccc(S(=O)(=O)CCC(=O)OC(C)c2nnc(-c3cccs3)o2)cc1 (centres undefined)	-1	-23	1.0	40	-4	-12	20	8
46	CC1CCCN(C(=O)Cn2c(=O)oc3cc(S(=O)(=O)N4CCCCC4)ccc32)C1 (centres undefined)	2	-9	-1.6	4	0	-10	-2	8
47	COCCSc1nnc(-c2cccc(C#N)c2)n1C	0	-13	-1.4	2	1	-1	10	-6
48	Cc1ccc([N+](=O)[O-])cc1S(=O)(=O)n1ccnc1C	1	-4	-2.4	8	1	4	23	-26
49	CCCCc1c(C)nc2ccc(C(=O)OCC)cc2c1Cl	0	-29	-0.4	8	-2	-2	-17	4
50	CC(NC(=O)c1noc2c1CCCCC2)c1ccccc1 (centres undefined)	2	-5	3.7	8	-2	-10	0	-63
51	CCn1c(=O)c(C(=O)CN(C)Cc2cccc(OC)c2OC)c(N)n(Cc2ccccc2)c1=O	1	-14	-2.1	4	-6	-16	14	11
52	CCO[C@@H]1OC(C(=O)N2CCCCCCC2)=C[C@H](C2CCCCC2)[C@H]1CCCO	3	5	-1.6	30	6	7	15	-76
53	COc1ccc(OC)c(CN2CCN(C(=O)c3cc(S(=O)(=O)Nc4ccccc4OC)ccc3C)CC2)c1	-3	9	-0.8	2	3	1	5	15
54	COc1ccc(-c2c(-c3cccc(C)c3)oc3ccc(-c4ccc5c(c4)OCO5)cc23)cn1	-1	-37	-1.6	15	-1	-26	-17	1
55	Cc1nnc(SCc2ccc(Cl)cc2Cl)[nH]c1=O	5	-2	0.5	3	3	0	9	-7
56	Cc1cc(NC(=O)c2cccc([N+](=O)[O-])c2)n(-c2ccccc2)n1	-2	10	1.0	17	-2	5	4	1
57	Cc1ccc(C(=O)/C=C/c2ccc3c(c2)OCO3)o1	0	11	3.4	11	-5	-8	16	-6
58	Cc1cc(C(=O)NC2CCCc3c2cnn3-c2ccc(C)c(C)c2)nc(C)n1 (centres undefined)	-5	-39	0.2	32	-5	-3	4	-4
59	COc1cccc(N(CC(=O)NCCSc2ccccc2)S(C)(=O)=O)c1	-2	13	-0.3	17	-1	-1	-3	13
60	COC(=O)C1=C(C)NC(=S)N(C(C)=O)C1c1ccc(OC)c(OC)c1 (centres undefined)	-5	18	0.6	17	-2	9	45	8
61	O=C(Nc1ccc2c(c1)CCC2)c1ccccc1F	0	-251	0.6	31	-1	-177	-179	-14
62	O=C(COC(=O)CCS(=O)(=O)c1ccc(Cl)cc1)NC1CCCCC1	-2	0	-0.7	30	-1	-15	-8	-4
63	N#Cc1c(NC(=O)COC(=O)c2ccc(F)cc2)sc2c1CCC2	1	7	2.0	6	-3	8	16	13
64	Cc1cccc(N2CCN(C(=O)Cc3ccc(-n4c(=O)[nH]c5ccsc5c4=O)cc3)CC2)c1C	-3	2	-0.4	12	2	8	22	-8
65	Cc1ccc(CNc2cnn(C34CC5CC(CC(C5)C3)C4)c(=O)c2Cl)cc1	1	-30	-0.1	22	-3	-10	30	-7
66	CC1(C)Cc2nc3[nH]c(=S)[nH]c(=O)c3cc2CO1	-3	24	1.2	8	1	5	13	-1
67	CN(c1nc2ccccc2[nH]c1=O)C1CCCCC1	-4	-13	4.4	16	2	0	6	-20
68	COc1ccc(NC(=O)Cc2ccc(Cl)cc2Cl)cn1	1	5	2.0	15	-4	12	-17	-13
69	Cc1nn(-c2ccc(Cl)c(Cl)c2)c(=O)c2ccccc12	0	-70	9.9	5	-2	-39	30	9
70	O=C(NN1C(=O)C2C3c4ccccc4C(c4ccccc43)[C@@H]2C1=O)c1ccccc1 (some centres undefined)	0	18	0.6	2	-1	-6	-4	-12
71	COc1ccccc1NC(=O)Nc1ccccc1C(=O)NCCCN1CCOCC1	0	-1	-0.4	-6	-4	-11	5	14
72	CCOC(CNC(=O)C1CCN(S(=O)(=O)c2ccc3nc4c(c(C(=O)O)c3c2)CCCCC4)CC1)OCC	-2	12	0.7	-10	2	6	16	-9
73	O=C(O)c1ccccc1NC(=O)C(c1ccccc1)c1ccccc1	-3	4	1.7	13	-1	9	-23	-4
74	O=C(c1ccccc1)c1ccc(OCCCN2CCCC2)cc1	-1	-25	2.8	12	3	-21	-29	-7
75	Cc1ccc(CN2CCN(/N=C/c3ccccc3)CC2)cc1	0	-5	-0.1	7	2	2	-20	-35

# Bioassay records from PubChem.

# Compounds as they come. Share with any hit: about 5%.
